Bioassay records: PubChem, National Center for Advancing Translational Sciences (NCATS)
hERG WT inh: blocks the wildtype human KCNH2 potassium channel; Q12809; 0.37% of 340,000 active; U2OS, BacMam KCNH2, thallium flux FluxOr; stronger effect = lower value; AID 720551; activity change, % at 1.84 µM;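 active = maximum activity change below -70%; inconclusive = maximum activity change between -70% and -50%; inactive = maximum activity change above -50%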; note: % is set by controls: 0 for no effect and ±100 for the full control effect
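U2OS cells were transduced with wild-type KCNH2 virus (2.03 x 10^8 / mL) for 4 h at room temperature, then cultured overnight at 37 C. Thallium flux was read with FluxOr dye. Rate constants were normalized to DMSO controls.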
Coupling enz: counter-screen for Giardia aldolase inhibitors: coupling enzyme system; coupling enzyme system counterscreen, AmpLite Red fluorescence; activity change, negative = inhibition, % at 58.2 µM, hits read low; 0.67% of 290,000 active; AID 2472; in the data active = activity change below about -30%; note: % is set by controls: 0 for no effect and ±100 for the full control effect
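Fluorescence at 525 nm excitation and 598 nm emission measured inhibition of the coupled detection system without aldolase. Compounds (at 57.5 uM final) were preincubated 10 min at room temperature with coupling enzyme reagent before a 20 min substrate/AmpLite Red step.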
TSHR antag: human thyrotropin receptor antagonism | P16473 | TSHR-expressing cells, TSH-stimulated cAMP HTRF, 2 h; stronger effect = lower value | activity change, negative = inhibition, % at 11.5 µM | 0.2% of 330,000 active | AID 504810;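 active = activity change below a set negative limit, meaning inhibition stronger than a set level, cut at about -70% in these data; inconclusive = activity change between two set negative limits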; note: % is set by controls: 0 for no effect and ±100 for the full control effect
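Freshly harvested TSHR cells receive pin-tooled compound, then EC80 TSH at 4nM final. After 2 hours at 37 deg C, antibody in lysis buffer and cAMP-d2 are added; 30 minutes at ambient temperature precede the HTRF read.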
Giardia kill: kills Giardia lamblia; Giardia lamblia trophozoite viability; activity change, % at 7.66 µM, hits read low; 0.15% of 340,000 active; AID 540267; in the data active = activity change below about -80%; inconclusive = between about -30% and that limit;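 note: parasites exposed to compound for two days anaerobically before the ATP read; % is set by controls: 0 for no effect and ±100 for the full control effect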
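Anaerobic 48 hrs incubation at 37 deg C of 100 trophozoites/well with test compounds; ATPLite 1-Step luminescence, 15-30 min RT, reports cellular ATP as viability.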
AT treatment: potential ataxia-telangiectasia treatment; 0.19% of 320,000 active; Potency, µM (top dose mostly 57.5 µM), inactives show top-dose activation, most hits filed as activators; […] A-T fibroblasts, KAP-1 phosphorylation AlphaLISA; neocarzinostatin DNA damage 30 min before lysis; note: potency is the fitted concentration of half-maximal effect; % of control where 0% means no effect; nearly all actives have a fitted effect of over 45% in size
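ATM-like activity read as KAP-1 phosphorylation via AlphaLISA donor/acceptor antibody pairs after lysis and 6 hr at 25C. Cells were ATM-null patient fibroblasts ([…], hTERT), dosed 60 min, then exposed to the DSB inducer NCS for 30 min.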
Tb PFK inh: blocks T. brucei phosphofructokinase. O15648. T. brucei PFK, ADP-Glo luminescence. Potency, µM (doses to about 57.5 µM), without a hit: top-dose activity, negative = inhibition, hits mostly inhibitors. AID 485367. 0.17% of 330,000 active;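 note: potency is the fitted concentration of half-maximal effect; 0% = uninhibited 1x PFK enzyme wells and -100% = no-enzyme wells; nearly all actives have a fitted effect of over 60% in size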
Target sequence (O15648 whole entry, looked up): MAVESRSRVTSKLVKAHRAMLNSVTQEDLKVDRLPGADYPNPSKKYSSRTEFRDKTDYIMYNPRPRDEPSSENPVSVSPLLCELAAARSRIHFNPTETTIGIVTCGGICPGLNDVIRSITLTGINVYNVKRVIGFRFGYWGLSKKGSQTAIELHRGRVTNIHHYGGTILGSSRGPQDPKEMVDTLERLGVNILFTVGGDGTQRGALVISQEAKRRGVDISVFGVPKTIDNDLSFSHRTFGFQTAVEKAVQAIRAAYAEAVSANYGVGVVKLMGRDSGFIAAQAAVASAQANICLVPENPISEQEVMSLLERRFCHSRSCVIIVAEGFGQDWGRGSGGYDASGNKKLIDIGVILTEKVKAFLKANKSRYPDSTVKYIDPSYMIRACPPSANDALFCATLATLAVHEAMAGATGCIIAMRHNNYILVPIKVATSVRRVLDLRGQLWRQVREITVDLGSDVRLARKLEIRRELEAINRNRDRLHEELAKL
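1.25 nM PFK with 0.5 mM F6P and 0.1 mM ATP in 0.1 M TEA pH 8.0, 5 mM MgCl2, incubated 45 min at room temperature; ADP measured by ADP-Glo luminescence; compounds titrated up to 57 uM.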
BCR signal inh: inhibitors of chronic active B-cell receptor signaling. 0.05% of 340,000 active. ABC-DLBCL IkBa-CBG/CBR reporter, luminescence ratio, 4 h. Potency, µM (top dose mostly 46.1 µM), inactives show at the highest dose ratio change, negative = lower green/red ratio, most hits filed as inhibitors; active = well fitted inhibition curve with a large enough effect in the signal ratio, with a control signal flat, not every such curve was filed as active; inconclusive = small, poorly fitted or top-dose-only effect, or effect the other way, or a change in a side signal; the % refers to the signal ratio;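 note: potency is the fitted concentration of half-maximal effect; plate controls were basal doxycycline-induced cells for no effect and cells given 10 µM MG132 for full effect; MG132 reads +100%, hits lower the ratio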
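Compounds up to 46 uM were incubated four hours with TMD8 cells whose green CBG68 luciferase is fused to IkappaBalpha; red CBR luminescence normalised the signal, and concentration-effect curves were fitted to fusion, red and ratio data.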
MLL CXXC-DNA inh: inhibitors of human MLL CXXC domain-DNA interaction | MLL-CXXC / FITC-HOXA9 DNA fluorescence polarization | AID 2662 | 0.037% of 290,000 active | Potency, µM (highest dose often 115 µM), inactives show at the highest dose activity change, negative = inhibition, actives largely listed as inhibitors; active = well fitted inhibition curve with a large enough effect in the polarisation, with a control signal flat, not every such curve was filed as active; inconclusive = small, poorly fitted or top-dose-only effect, or effect the other way, or a change in a side signal; inactive = no such curve, though single readings can be large or run the other way; the % refers to the polarisation; note: potency is the fitted concentration of half-maximal effect
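Purified MLL-CXXC (added from a 7 uM solution) was preincubated 5 min at ambient with pinned compounds in 50 mM Tris-HCl pH 7.5, 50 mM NaCl, 1 mM DTT, 0.05% BSA. Fluorescein-labeled HOX-A9 DNA (50 nM solution) followed, 30 min, then polarization read.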
GALK inh: blocks human galactokinase activity | 0.007% of 270,000 active | Potency, µM (doses to about 57.5 µM), without a hit: at the highest dose activity change, negative = inhibition, hits mostly inhibitors | Purified GALK, Kinase-Glo residual ATP luminescence | P51570; note: potency is the fitted concentration of half-maximal effect; % is set by controls: 0 for no effect and ±100 for the full control effect
Target sequence (P51570 whole entry, looked up): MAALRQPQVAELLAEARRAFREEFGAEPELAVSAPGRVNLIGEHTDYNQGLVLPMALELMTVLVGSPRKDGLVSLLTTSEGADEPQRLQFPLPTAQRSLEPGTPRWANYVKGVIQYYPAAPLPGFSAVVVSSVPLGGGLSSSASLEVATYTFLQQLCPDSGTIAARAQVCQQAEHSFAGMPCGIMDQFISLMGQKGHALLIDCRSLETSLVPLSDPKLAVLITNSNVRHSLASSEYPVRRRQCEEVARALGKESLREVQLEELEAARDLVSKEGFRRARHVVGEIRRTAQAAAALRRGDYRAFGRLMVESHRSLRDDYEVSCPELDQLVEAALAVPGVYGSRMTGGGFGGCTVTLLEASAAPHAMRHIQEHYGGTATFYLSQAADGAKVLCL
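Kinase-Glo Plus luminescence measured ATP left after a 1 h room-temperature reaction. The reaction used 5 nM GALK, 100 uM galactose and 35 uM ATP at pH 8.0 (20 mM HEPES, 5 mM MgCl2, 60 mM NaCl, 1 mM DTT, 0.01% BSA).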
TCR act: T cell receptor activation; Potency, µM (series often up to 9.22 µM), for inactives: at the top dose activation of IL-2 secretion, actives largely listed as activators; AID 504894; 330,000 tested, under 10 active; primary human leukocytes, anti-CD3, IL-2 HTRF, 48 h; note: % of control where 0% means no effect
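Activity was scored as IL-2 release from primary human leukocytes given only a TCR signal (a-CD3 beads) plus compound for 48 hr. Detection used a two-antibody HTRF format read at 665nm.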
* marks the source's active call; other numbers are inactive results; u = inconclusive; x = no result given; & = joins results of further samples; [ ] = dose if it differs, or a comment. Unless noted, calls come from the whole dose curve; as a rule, active = well fitted curve in the direction sought with a large enough effect; inconclusive = small, poorly fitted or top-dose-only effect, or another doubt; inactive = no such curve, though single readings can be large; an effect the other way counts as inactive or inconclusive. Rows are unselected; 1.6% or so of the library scored in one or more.

SMILES	hERG WT inh	Coupling enz	TSHR antag	Giardia kill	AT treatment	Tb PFK inh	BCR signal inh	MLL CXXC-DNA inh	GALK inh	TCR act
Cc1cccc(NC(=O)CSc2nc3ccccc3c3nc(CCc4c(C)n[nH]c4C)nn23)c1	-1	x	1	-8	-1%	-2%	-1%&10%	18%	-1%	-2%
CN(CCc1cnn(C)c1)C(=O)CCc1nnc(CCCc2ccccc2)o1	-9	1	-2	u	0%	2%	3%	-3%	2%	4%
NC(=O)c1ccc(NC(=O)CSc2nncn2-c2ccccc2)cc1	-10	5	7	12	5%	17%	1%	2%	11%	1%
CN1C(=O)N(C)C2C1NC(=O)N2C (configuration not stated)	3	0	5	0	2%	-6%	0%	9%	20%	3%
O=C(/C=C/c1ccco1)NC(=S)N1CCCCC1	-6	-1	3	10	0%	0%	5%	2%	3%	0%
CC1(C)CC(=O)CC(C2(O)C(=O)N(Cc3ccccc3)c3ccccc32)O1 (configuration not stated)	-2	-1	20	u	2%	6%	0%	13%	-3%	1%[46.1 µM]
CCS(=O)(=O)c1ccc2oc(SCC(=O)NCCC3=CCCCC3)nc2c1	2	0	-4	10	3%	1%	-11%	4%	-3%	0%
O=C(NCCN1CCOCC1)C1CCCN(S(=O)(=O)c2ccc(F)cc2)C1 (configuration not stated)	-4	x	-3	15	2%	2%	3%	-5%	-4%	-7%
COc1ccc(N(CC(O)CN2CCOCC2)S(=O)(=O)c2ccccc2)cc1 (configuration not stated)	3	2	2	-6	6%	0%	-4%	4%	5%	-3%
O=c1c2cnn(-c3ccccc3)c2ncn1Cc1cccnc1	4	0	-8	-1	0%	1%	23%	-8%	-1%	20%
Clc1cccc(Cl)c1CSc1nnc([C@@H]2CCCN2)o1	-2	-7	0	5	1%	2%	u	43%[activator]	-1%	-1%
CC(=O)c1ccc([N+](=O)[O-])cc1	-3	x	9	-9	3%	1%	-1%	x	x	-2%
O=C(Nc1ccc2c(c1)CCC2)c1cc(S(=O)(=O)N2CCN(c3ccccc3)CC2)ccc1Cl	-35	1	-10	-2	-1%	3%	10%	21%	-1%	-7%
CN(NC1OC(=O)c2ccccc21)c1ccc(Cl)cc1[N+](=O)[O-] (configuration not stated)	0	18	-1	2	-14%	-1%	u	-8%	0%	-5%
COc1ccccc1CNc1ncnc2c1nnn2Cc1ccccc1	4	6	-20	8	4%	-1%	u	7%	10%	-2%
Cc1cc(=O)n2nc(N3CCC(C(=O)NCc4cccc(Br)c4)CC3)sc2n1	13	x	29	-20	15%	-1%	-2%	64%[activator]	-9%	-3%
COc1ccc(C2=NS(=O)(=O)N(C)C(C(=O)Nc3cc(OC)c(OC)c(OC)c3)=C2)cc1	-10	x	-7	2	-4%	-1%	11%	0%	-1%	4%
CC(C)C[C@@H](C(=O)NC1CCN(Cc2ccccc2)CC1)N1C(=O)N2CCc3c([nH]c4ccccc34)[C@@]2(C)C1=O	-8	0	1	-27	-19%	-1%	u	12%	x	4%
Cc1cc(C)cc(NS(=O)(=O)c2c(C(=O)N3CCCCCC3)c(C)n(C)c2C)c1	-3	2	19	-2	-3%	0%	1%	33%[activator]	-4%	3%
COc1cc(NC(=O)CS(=O)(=O)c2ccc(C)cc2)cc(OC)c1OC	21	4	-9	5	4%	1%	3%	-6%	3%	1%
COCc1cc(C)nc(Oc2ccccc2)c1C#N	5	5	-6	-1	2%	-10%	u	15%	6%	9%
CC(C)(C)NS(=O)(=O)c1ccc(CCC(=O)Nc2ccc3c(c2)OCCO3)cc1	-2	1	3	-4	5%	10%	-2%	8%	-4%	0%[46.1 µM]
O=C(Nc1nc2c(Br)cc(Br)cc2c(=O)s1)C1CCC1	-1	0	12	u	-7%	6%	-10%	70%[activator]	-18%	0%
Cc1cc(C(=O)c2ccccc2)nc2ccccc12	-2	3	-14	-1	4%	-2%	u	-6%	-1%	x
CCOc1ccc(NC(=O)CN(C)C(=O)c2cccnc2SC)cc1OCC	-2	x	21	-5	6%	1%	0%	12%	7%	-7%
SMILES	hERG WT inh	Coupling enz	TSHR antag	Giardia kill	AT treatment	Tb PFK inh	BCR signal inh	MLL CXXC-DNA inh	GALK inh	TCR act
COc1ccc(-c2cc(C3CCN(c4cc(Cl)nc(N)n4)CC3)[nH]n2)cc1	2	-1	-45	12	1%	3%	u	-1%	6%	6%
O=C(NC1CC1)c1nc(Cn2ccc([N+](=O)[O-])n2)no1	-4	-2	-3	-2	-2%	-7%	-2%	2%	0%	-1%
CC(C)(C)Cc1nc2ccccc2n1CCc1ccccc1	-6	4	-12	-3	1%	-4%	17%	7%	0%	-3%
CCc1ccc(C(=O)NNC(=O)c2cc(S(=O)(=O)N(C)C)ccc2N2CCCC2)cc1	20	x	-3	6	10%	-7%	0%	0%	-6%	6%
Cc1cc(-c2cc(-c3ccccc3)on2)nc(NCC2CC2)n1	0	1	-2	5	u	-3%	u	6%	4%	2%
CCCc1nnc(SCC(=O)Nc2nc(C)cs2)n1CCOC	-6	2	3	-15	5%	5%	5%	-1%	9%	-13%
Cc1cccc(N(CC(=O)NC2CCCC2)C(=O)CS(=O)CC(=O)Nc2ccc3c(c2)OCO3)c1 (configuration not stated)	20	4	4	5	9%	0%	0%	3%	1%	-2%
COc1ccc(C(=O)N2CCC(n3nccc3NC(=O)C3CCOC3)CC2)cc1 (configuration not stated)	-2	-5	20	-8	19%	1%	u	17%	-2%	-2%
Clc1cccc(Cl)c1CNCCCSc1ncccn1	5	-3	11	29	10%	2%	5%	-4%	3%	x
CSc1nsc(SCC(=O)Nc2ccc(F)cc2F)n1	-1	2	6	3	0%	1%	-13%	15%	0%	2%
O=C(Nc1nc(-c2ccccc2)c(-c2ccccc2)s1)c1ccc(S(=O)(=O)N2CCCCC2)cc1	-7	4	8	-2	-4%	-2%	6%	23%	2%	1%[46.1 µM]
CC(C)CNC(=O)C(=O)Nc1ccc(N(C)C)cc1	10	0	-1	6	-5%	-4%	u	u	-2%	1%[46.1 µM]
COc1ccc(OC)c2sc(NC(=O)c3cccc(N4C(=O)CCC4=O)c3)nc12	-9	x	1	23	6%	0%	9%	45%[activator]	-5%	4%
Cc1c(Cl)cnc(NC(=O)COC(=O)C2CC3CCCC(C2)C3=O)c1Cl (configuration not stated)	-10	x	-11	-23	-8%	5%	u	x	x	-12%
CCCCc1nnc(NC(=O)C(C)Sc2nc(N)cc(=O)[nH]2)s1 (configuration not stated)	-24	0	-4	-8	-1%	2%	-12%	-17%	-2%	0%
COc1ccc(C2C(C(C)=O)=C(O)C(=O)N2CCCn2ccnc2)cc1OC (configuration not stated)	3	2	1	-12	-5%	0%	1%	-3%	1%	0%
CS(=O)(=O)N(CC(=O)N1CCCC1)c1ccc(Cl)cc1	-3	2	-12	12	2%	1%	0%	-4%	0%	-1%
Cc1ccc(N2CC(C(=O)NCc3cccs3)CC2=O)cc1 (configuration not stated)	16	1	4	12	6%	-2%	2%	1%	1%	7%
CCOc1ccc(-c2nc3n(c(=O)c2C#N)CCS3)cc1	-9	4	-5	-8	-3%	1%	9%	2%	-2%	3%
CCc1ccc(NC(=O)CSc2nnc(-c3n[nH]c4ccccc34)n2-c2ccccc2)cc1	-4	1	-13	1	2%	5%	u	19%	0%	1%[46.1 µM]
CN(C)CCCN(C(=O)c1ccc(S(=O)(=O)N2CCc3ccccc32)cc1)c1nc2c(Cl)cccc2s1	5	x	-16	20	1%	3%	8%	73%[activator]	3%	7%
O=C(CCOc1ccccc1)NCC(c1ccco1)N1CCCCC1 (configuration not stated)	-14	5	4	-7	3%	-10%	10%	-5%	-4%	-3%
CC1CC(C)CN(S(=O)(=O)c2cccc3cccnc23)C1 (configuration not stated)	1	1	-7	-8	11%	3%	0%	-4%	0%	-2%
O=C(Nc1cnn(Cc2ccc(Cl)cc2Cl)c1)c1noc2c1CCCC2	-1	-1	-16	12	0%	-1%	u	3%	0%	4%[46.1 µM]
CCOc1ccccc1NC(=O)CCc1c(C)nn(-c2ccc(N3CCCCC3)nn2)c1C	-4	-6	7	-24	3%	2%	2%	38%[activator]	-1%	-4%
Nc1cc(C(=O)OCC(=O)NNC(=O)c2cccs2)ccc1Cl	-9	x	6	-11	1%	-1%	-8%	x	x	x
CN1CCN(Cc2cn[nH]c2-c2ccc(F)cc2F)[C@@H](c2ccccc2)C1	2	5	19	-4	13%	5%	1%	-7%	-1%	1%
O=C1CC(c2ccco2)Cc2c1cnn2-c1nc2ccccc2s1 (configuration not stated)	-5	-1	3	u	0%	0%	u	3%	1%	-4%[46.1 µM]
CCn1cc(S(=O)(=O)Nc2ccc(C)c(Cl)c2)cn1	1	-2	-4	0	-2%	0%	4%	-6%	0%	-1%
